Screens from PubChem.
KKLEB cytotox = reduces viability of KKLEB cystic fibrosis airway cells; activity change (cytotoxicity), % at 5 µM; AID 602141; KKLEB CF airway cells viability, ATPlite luminescence, overnight; active compounds read low; cells stimulated with P. aeruginosa culture filtrate; hit rate 0.36% among 360,000;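 active = corrected activity change at or below -50% at 5 µM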
TWEAK-Fn14 inh = TWEAK-Fn14 signaling inhibition. TWEAK-stimulated Fn14 reporter cells, luciferase luminescence, 8 h. inhibition, % at 10 µM. hit rate 2% among 360,000; in the data active = inhibition above about 50%
Peg3 promoter = Peg3 promoter activity inhibition. inhibition, % at 20 µM. hit rate 1.7% among 360,000. HeLa PEG-Prom luciferase reporter, luminescence, overnight;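 active = inhibition of at least 50% at 20 µM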
NR2E3 ag-1 = activates human NR2E3 receptor; AID 602229; hit rate 0.35% among 360,000; inhibition of corepressor binding, % at 3.98 µM; CHO-S Gal4-NCOR/VP16-NR2E3 two-hybrid, luciferase; Q9Y5X4;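 active = inhibition above the mean of all tested compounds plus 3 SD, cut at about 70% in these data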;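 note: 0% = DMSO with NR2E3 transfected cells and 100% = cells lacking NR2E3 construct; higher means lower luciferase signal from less NR2E3 corepressor binding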
Target sequence (Q9Y5X4 whole entry, looked up, the tested form may be a part): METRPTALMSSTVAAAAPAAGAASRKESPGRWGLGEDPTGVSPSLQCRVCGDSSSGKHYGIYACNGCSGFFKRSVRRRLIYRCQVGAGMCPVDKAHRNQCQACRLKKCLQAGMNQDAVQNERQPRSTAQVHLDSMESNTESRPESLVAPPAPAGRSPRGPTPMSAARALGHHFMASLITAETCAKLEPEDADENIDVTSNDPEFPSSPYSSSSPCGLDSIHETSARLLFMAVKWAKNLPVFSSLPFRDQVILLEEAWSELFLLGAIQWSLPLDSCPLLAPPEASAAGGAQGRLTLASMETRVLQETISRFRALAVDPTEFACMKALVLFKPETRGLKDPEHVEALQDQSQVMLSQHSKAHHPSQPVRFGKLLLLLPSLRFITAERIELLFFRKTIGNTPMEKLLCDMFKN
iPSC survival up = increases survival of single human iPS cells. survival enhancement, % at 20 µM. hit rate 0.044% among 360,000. hiPSC single-cell survival, ATPlite luminescence; 100% = ROCK inhibitor wells, 0% = DMSO; in the data active = survival enhancement above about 18%;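 note: cells exposed to compounds for 16 hours before the ATP read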
TRPM1 prom inh = reduces MITF-dependent TRPM1 promoter luciferase signal; SK-MEL-5 TRPM1 promoter luciferase, 24 h; AID 488899; hit rate 0.83% among 330,000; inhibition, % at 12.5 µM;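 active = mean inhibition across replicates of 60% or more, whatever share of single replicates reaches that level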; note: values of inactives mirror those of a sister screen read the other way
aDG glyco act = alpha-DG glycosylation activation | hit rate 0.22% among 360,000 | activation, % at 10 µM | Pro5-aDG cells, alpha-DG glycosylation AlphaScreen (IIH6); 0% Pro5, 100% B10-LARGE cell signal;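 active = activation of at least 8% versus controls, or a plate z-score of at least 8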;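 note: Pro5 are CHO cells carrying HIG-tagged alpha-DG that lacks glycosylation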
NR2E3 ag-2 = agonists of human nuclear receptor NR2E3. Q9Y5X4. GST-NR2E3/biotin-RetCOR TR-FRET, 1536-well. inhibition of corepressor binding, % at 4.78 µM. hit rate 0.12% among 320,000. AID 2300;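 active = percent inhibition above the cutoff of mean plus 3 SD of all tested compounds, set per screening campaign, cut at about 20% in these data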;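 note: 0% = DMSO wells and 100% = biotin wells as full block of FRET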
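system = GST-tagged NR2E3 plus biotinylated RetCOR corepressor | input = 1.35 nM GST-NR2E3 | also added = 7 nM biotin-RetCOR | schedule = 5 h incubation at 4 °C | measured by = TR-FRET with europium anti-GST and streptavidin-D2, 340 nm excitation | read-out = percent loss of FRET ratio relative to control wells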
Shn3 3UTR inh = Schnurri-3 reporter inhibition in Clone20 osteoblasts; hit rate 0.52% among 360,000; Clone20 osteoblast Shn3 3'UTR firefly luciferase, 24 h; AID 588674; inhibition, % at 12.5 µM;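 active = mean inhibition of at least 75% with every replicate also reaching 75%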;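 note: 0% = median of neutral control wells and 100% = pilot-screen positive control compound; some compounds past the cut are filed as inactive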
HIF-2a block = blocks HIF-2a reporter activity; hit rate 0.72% among 360,000; 786-0 RCC cells HIF-2a reporter, luciferase luminescence, overnight; inhibition, % at 18.8 µM;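 active = inhibition of the luminescence signal of 40% or more relative to plate controls, in a single-dose primary screen at 18.75 µM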
CF NFkB inh = cystic fibrosis NF-kB activation inhibition | KKLEB NF-kB-GFP reporter, PAF-induced, GFP fluorescence overnight | inhibition, % at 5 µM | hit rate 0.86% among 360,000 | AID 588850;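 active = at least 50% inhibition at 5 µM, scaled per plate between neutral and stimulator controls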;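 note: PAF is a Pseudomonas aeruginosa culture filtrate used as stimulus; plate controls were PAF-stimulated DMSO wells for no effect and unstimulated DMSO wells for full effect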
The depositor's hits bear a star; / = no result given.

The first four records as a preview:
SMILES	KKLEB cytotox	TWEAK-Fn14 inh	Peg3 promoter	NR2E3 ag-1	iPSC survival up	TRPM1 prom inh	aDG glyco act	NR2E3 ag-2	Shn3 3UTR inh	HIF-2a block	CF NFkB inh
O=C(NNS(=O)(=O)c1cccc(Cl)c1Cl)c1cccc(S(=O)(=O)N2CCOCC2)c1	1	3	14	-11	3.8	7	0.0	0	17	17	6
COC(=O)[C@]1(Cc2ccccc2)N[C@H](CN(C)C(=O)NC(C)C)[C@@H]2C(=O)N(C)C(=O)[C@@H]21	15	7	0	-4	0.7	-9	0.0	/	-3	8	-2
CCCCCC(=O)N1C[C@H](O)[C@@H](n2cc(-c3ccc(F)cc3)nn2)C[C@@H]1c1ccc(Cl)cc1	-13	5	11	-17	-2.7	/	0.1	/	33	5	-7
Cc1ccsc1C(=O)OCC(=O)NCc1ccc(Cl)cc1	-4	-19	-150	23	-0.4	/	0.2	4	-8	-57	-10

All compounds of this part, repeating the preview:
SMILES	KKLEB cytotox	TWEAK-Fn14 inh	Peg3 promoter	NR2E3 ag-1	iPSC survival up	TRPM1 prom inh	aDG glyco act	NR2E3 ag-2	Shn3 3UTR inh	HIF-2a block	CF NFkB inh
O=C(NNS(=O)(=O)c1cccc(Cl)c1Cl)c1cccc(S(=O)(=O)N2CCOCC2)c1	1	3	14	-11	3.8	7	0.0	0	17	17	6
COC(=O)[C@]1(Cc2ccccc2)N[C@H](CN(C)C(=O)NC(C)C)[C@@H]2C(=O)N(C)C(=O)[C@@H]21	15	7	0	-4	0.7	-9	0.0	/	-3	8	-2
CCCCCC(=O)N1C[C@H](O)[C@@H](n2cc(-c3ccc(F)cc3)nn2)C[C@@H]1c1ccc(Cl)cc1	-13	5	11	-17	-2.7	/	0.1	/	33	5	-7
Cc1ccsc1C(=O)OCC(=O)NCc1ccc(Cl)cc1	-4	-19	-150	23	-0.4	/	0.2	4	-8	-57	-10
CS(=O)(=O)N1CCCC(C(=O)Nc2ccccc2)C1 (stereo not given)	11	1	11	-2	-0.1	14	-0.2	1	-7	20	-2
CC(C)OC(=O)CSc1nc(N)c(C#N)c(-c2cccs2)c1C#N	1	40	12	38	-0.8	26	1.3	0	58	5	-2
CC(CC(=O)C1C(C)C=CCC1(C)C)NNC(N)=O (stereo not given)	0	9	2	-6	1.7	-3	0.1	0	-6	15	6
COc1ccccc1N1C(=O)CC(Sc2ncccc2C(=O)O)C1=O (stereo not given)	3	-2	2	-4	-2.5	-7	0.1	0	/	4	2
CC1=CC(C)C(=O)N(C)C(C)=C1 (stereo not given)	-7	4	-10	-35	2.0	/	0.2	/	7	2	-13
COc1cccc(NC(=S)NN=C2CCC(C(C)(C)C)CC2)c1 (stereo not given)	6	-9	-1	4	1.0	17	-0.2	0	4	-20	-7
COc1ccc(S(=O)(=O)N(C)c2ccc(C(=O)N3CCCCC3)cc2)cc1	-10	-6	22	40	-0.3	16	0.3	-1	64	-4	8
COc1ccccc1CC(=O)N1CCCc2ccccc21	1	-4	1	-32	0.2	-2	-0.1	1	2	5	-4
O=S1(=O)C=C[C@@H](COCc2ccccc2)N1Cc1ccc(Br)cc1	-3	11	10	5	0.7	/	0.3	/	4	-3	7
CCn1c(C)nc2cc(C#N)ccc21	-3	-6	-7	-8	-0.5	-1	-0.1	3	22	15	-13
CCCCCCCCCCCCCCCC(O)C[N+](C)(C)CCO (stereo not given)	-62*	-61	104*	0	-1.9	4	0.5	/	29	62*	54*
O=C(NCCc1ccc(Cl)cc1)C1CCN(C(=O)N2CCOc3ccccc32)CC1	19	5	4	-37	-2.2	/	0.0	-1	11	8	-34
COC(=O)Cc1c(C)c2ccc(OCC(=O)N3CCC(C)CC3)c(C)c2oc1=O	-11	-14	-6	6	-0.3	-5	0.7	3	23	3	-5
COc1cc(CNCC(C)C)cc(Br)c1OCC(=O)Nc1ccccc1	12	2	11	-1	-2.3	-10	0.7	1	-25	11	5
O=C(CCn1cccc1)NC1CCCc2ccccc21 (stereo not given)	4	9	-71	0	1.1	-12	-0.2	-2	8	-27	3
CCOn1c(=O)c(=O)n(OC)c2ccccc21	-1	-10	5	-30	-0.2	-21	0.1	6	-25	21	1
Cc1ccc(S(=O)(=O)N2CCN(C(=O)CCn3cncn3)CC2)cc1C	7	7	2	29	1.0	/	0.1	0	3	2	-26
N#Cc1cc(C(=O)c2cc(Br)ccc2O)cn(C2CC2)c1=O	-13	1	0	-30	5.4	8	-0.1	1	-8	17	0
O=C(NCc1ccccc1Cl)C1CCN(C(=O)c2sccc2-n2cccc2)CC1	3	1	4	10	-4.7	/	-0.1	2	24	17	-3
COC(=O)C1C(=O)NC(SC)=C(C#N)C1c1ccccc1 (stereo not given)	-6	-29	8	-4	3.3	-8	0.0	0	-4	6	3
CCC1(c2ccc(F)cc2)NC(=O)N(CC(=O)Nc2cc(C)on2)C1=O (stereo not given)	-1	-1	-2	-24	-0.1	0	-0.1	1	63	0	-2
Nc1nonc1-n1nnc(C(=O)N/N=C/c2ccc(F)cc2)c1-c1ccc2c(c1)OCO2	-3	-29	15	-4	-0.4	3	0.1	1	6	-1	18
Cc1cc(C(=O)OCC(=O)Nc2ccc(S(N)(=O)=O)cc2)c2ccccc2n1	-2	16	10	-14	0.5	7	0.2	0	22	19	7
COc1ccc(-c2csc(-c3ccc(C(=O)O)cc3)n2)cc1	-9	14	-213	-110	2.5	-60	0.1	2	-127	-147	2
CCc1nc2ccccc2c(C(=O)OCC(=O)NC(=O)c2cccn2C)c1C	-3	-15	4	-6	-0.3	-2	0.4	2	8	15	2
CC1c2cccn2CCN1S(=O)(=O)c1ccc(F)cc1 (stereo not given)	-2	5	11	-26	-0.9	6	-0.5	3	0	3	10
CC1(C)CC2(CC(C)(C)N1)OC(=O)N1CCc3ccccc3C12C (stereo not given)	10	5	2	-1	7.6	8	0.0	3	-2	5	14
O=C(c1ccc2ccccc2n1)N(CCO)Cc1ccccc1	-1	18	10	4	0.0	-5	0.3	2	-1	17	0
CC(NC(=O)COC(=O)C1CCN(c2ccc(C(F)(F)F)cn2)CC1)c1ccc(Br)cc1 (stereo not given)	5	-9	-8	14	0.6	-23	0.0	1	-3	-3	-46
Cc1ccc(NC(=O)C(NCc2ccccn2)c2ccccc2)cc1 (stereo not given)	2	-12	-199	-13	0.1	-42	0.0	3	-73	-226	11
CCCn1c(SCC(=O)N2CCCC(C)C2)nnc1-c1cccnc1 (stereo not given)	20	-23	6	-2	-1.9	3	0.4	-3	-10	9	-4
CC(C)(CC(=O)O)Cc1nc(-c2ccc(Cl)cc2)no1	0	-25	-96	-64	-0.5	-19	0.1	-1	5	-122	-10
O=C(/C=C\Nc1ccc2c(c1)OCO2)c1ccccn1	-54*	104*	85*	-26	-6.1	75*	-0.2	1	61	71*	-17
O=C(O)C1Cc2ccccc2CN1C(=O)COc1ccc(Cl)cc1Cl (stereo not given)	10	-2	14	-12	4.7	15	0.2	3	7	2	5
COc1ccc(CCNC(C)=O)cc1	9	8	-20	-19	-1.2	1	-0.1	2	-17	1	0
O=C(COC(=O)CNC(=O)c1cccc(Br)c1)Nc1nnc(-c2ccccc2)o1	7	11	17	-34	-0.3	5	0.0	2	5	9	-19
O=C(COC(=O)C1CCCO1)Nc1nc(-c2ccc(F)cc2)cs1 (stereo not given)	-9	-22	-130	-35	-3.1	-62	-0.2	/	-35	-149	19
CCSc1nc2ccccc2n1C(=O)c1ccc(S(=O)(=O)N2CCCCC2)cc1	-2	9	-14	-12	-2.0	2	0.4	1	-8	-12	4
CCOC(=O)N1CCN(S(=O)(=O)N2CCCC(C(=O)NCc3ccc(OC)cc3)C2)CC1 (stereo not given)	-15	-7	17	15	0.8	6	-0.3	5	10	15	7
COc1ccc(N2C(=O)C3CCCN3C2c2ccc(F)cc2)cc1Cl (stereo not given)	-1	-3	6	13	-2.3	-7	-0.2	-2	-2	6	4
CNC(=S)N(Cc1ccc(Cl)cc1)Cc1cccs1	-7	-40	4	-3	0.9	2	0.1	0	/	15	-29
COc1ccc(Cl)cc1C(=O)Nc1ccccc1N1CCN(C)CC1	-21	5	12	-3	1.3	11	0.3	-1	5	-25	19
CCOC(=O)NC(=O)C(=CNc1ccccc1OC)C(=O)NC(=O)OCC	8	0	-4	-11	0.8	-5	0.2	-1	0	19	-2
Cc1ccccc1/C=N/n1c(COc2ccccc2)n[nH]c1=S	6	11	22	-17	-0.1	-2	-0.1	/	10	8	-16
COc1ccc(NC(=O)C(Cc2ccccc2)n2cccc2)cc1OC (stereo not given)	7	-2	7	5	0.2	-14	0.7	3	-15	26	2
O=C(CNC(=O)c1ccccc1Cl)OCC(=O)N1CCc2ccccc21	-4	-26	-238	-70	-0.2	-28	0.1	4	-45	-24	11

Continued, overlapping the part above by 4 compounds.
SMILES	KKLEB cytotox	TWEAK-Fn14 inh	Peg3 promoter	NR2E3 ag-1	iPSC survival up	TRPM1 prom inh	aDG glyco act	NR2E3 ag-2	Shn3 3UTR inh	HIF-2a block	CF NFkB inh
CCOC(=O)NC(=O)C(=CNc1ccccc1OC)C(=O)NC(=O)OCC	8	0	-4	-11	0.8	-5	0.2	-1	0	19	-2
Cc1ccccc1/C=N/n1c(COc2ccccc2)n[nH]c1=S	6	11	22	-17	-0.1	-2	-0.1	/	10	8	-16
COc1ccc(NC(=O)C(Cc2ccccc2)n2cccc2)cc1OC (stereo not given)	7	-2	7	5	0.2	-14	0.7	3	-15	26	2
O=C(CNC(=O)c1ccccc1Cl)OCC(=O)N1CCc2ccccc21	-4	-26	-238	-70	-0.2	-28	0.1	4	-45	-24	11
Cn1cnnc1SCC(=O)Nc1ccc2nc(SCc3ccccc3Cl)sc2c1	4	9	-121	-71	3.1	-66	0.2	4	-81	-175	-7
COc1ccc(NC(=O)CCSCCc2ccccn2)cc1OC	-6	-9	-1	-15	0.4	0	-0.2	-1	0	12	9
Cc1ccc(S(=O)(=O)NCCCNC(=O)c2ccccc2)cc1	-8	-1	8	-8	2.7	-2	-0.1	-3	-3	4	-11
CCOC(=O)C1CSC(CC(=O)Nc2ccc(Cl)cc2)C(=O)N1 (stereo not given)	20	14	9	16	0.0	7	-0.1	6	8	15	-10
COc1cc(C(N)=O)cc(Br)c1OC	3	15	1	-5	1.7	-7	-0.1	1	1	25	16
